Bioassay records: PubChem BioAssay, several laboratories
Rtt109 HAT inh = blocks Candida albicans Rtt109/Vps75 acetyltransferase activity. purified Rtt109/Vps75, ThioGlo CoA-SH fluorescence, 4 h. inhibition, % at 34.9 µM. Q5AAJ8. 0.16% of 330,000 active;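 active = inhibition of at least 50% in every replicate; inconclusive = best replicate reaches 50% inhibition but some replicates fall short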
Target sequence (Q5AAJ8 whole entry, looked up): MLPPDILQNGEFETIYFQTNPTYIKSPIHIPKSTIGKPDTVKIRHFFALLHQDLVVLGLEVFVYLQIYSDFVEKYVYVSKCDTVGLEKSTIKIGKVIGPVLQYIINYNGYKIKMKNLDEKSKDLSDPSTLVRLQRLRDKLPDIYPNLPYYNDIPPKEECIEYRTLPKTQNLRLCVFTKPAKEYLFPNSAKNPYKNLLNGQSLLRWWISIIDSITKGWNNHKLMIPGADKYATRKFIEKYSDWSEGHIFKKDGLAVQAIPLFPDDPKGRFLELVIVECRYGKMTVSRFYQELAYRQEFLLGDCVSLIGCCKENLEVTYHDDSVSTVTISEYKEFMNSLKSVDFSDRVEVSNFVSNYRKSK
Wnt bcat act = activates Wnt/beta-catenin signaling in a reporter cell assay; activator, plate reader; activation, % at 9.35 µM; 1.2% of 300,000 active; in the data active = activation above about 30%, passing the limit was not always enough; inconclusive = no clear call, values can overlap the other calls;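 also: 0% = neutral control wells and 100% = positive control wells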
Tat transport = E. coli Tat transport inhibition. AID 488895. E. coli MC4100 TorA-mCherry Tat export, fluorescence. 0.036% of 340,000 active. inhibition, % at 10 µM;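 active = mean replicate inhibition at least 50% and at least half of replicates individually reaching 50%; inconclusive = only one of the two criteria met; inactive = neither criterion met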;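 also: exported cargo escapes ClpAP degradation while cytoplasmic cargo is degraded and loses fluorescence; 0% = median of neutral control wells and 100% = median of NaSCN control wells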
MITF TRPM1 HTS = increases MITF-driven TRPM1 promoter luciferase signal; AID 588334; SK-MEL-5 TRPM1-promoter luciferase, 24 h; % of positive control, neutral wells = 0; activation, % at 12.5 µM; 0.75% of 300,000 active;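 active = mean activation of at least 80% with every replicate also reaching 80%; inconclusive = mean reaches 80% but some replicate falls short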;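 also: 0% = neutral control wells and 100% = parthenolide positive control wells; values of inactives mirror those of a sister screen read the other way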
CAL PDZ FP-1 = blocks peptide binding to human CAL PDZ domain. Q9HD26. purified CAL PDZ, TMR-peptide fluorescence polarization, 1 h. inhibition, % at 20 µM. 0.02% of 330,000 active. AID 504414;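 active = highest replicate inhibition of at least 40%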;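 also: plate controls were DMSO neutral control wells for no effect and unlabeled competitor peptide control wells for full effect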
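Read-out basis: mP drop reported as inhibition | Assay system: Tagged CAL PDZ protein CerCALP, purified | Benchmarks: Unlabelled peptide for full inhibition, DMSO wells as neutral | Schedule: 1 h incubation at room temperature before polarization reading | Buffer or medium: Sodium phosphate/NaCl buffer pH 7.4 with TCEP, IgG, Thesit | Doses: Single point, 20 µM | Measured by: Fluorescence polarization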
dFosB act = mouse delta FosB homodimer activation; activation, % at 25 µM; P13346; 0.99% of 340,000 active; purified delta FosB, TAMRA-CDK5 oligo fluorescence polarization; percent of positive-control signal above neutral wells; AID 493131;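 active = mean activation above about 17%, with every replicate also reaching it, limit read from the data, passing the limit was not always enough; inconclusive = only one of the two conditions met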;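 also: fluorescence polarization rise as delta FosB binds a TAMRA Cdk5 AP-1 oligo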
CDK5 p35 inh = blocks human CDK5/p35 kinase activity | Recombinant CDK5/p35, ADP-Glo luminescence, 60 min | 0.01% of 330,000 active | Q00535+Q15078 | inhibition, % at 10 µM;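 active = highest replicate inhibition of at least 50% and at least 75% of replicates reaching 50%; inconclusive = only one of the two criteria met; inactive = both criteria failed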;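 also: plate controls were DMSO neutral control for no effect and GW8510 at 10 µM for full effect; many of its hits are not listed in these tables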
Target sequence (Q00535 whole entry, looked up): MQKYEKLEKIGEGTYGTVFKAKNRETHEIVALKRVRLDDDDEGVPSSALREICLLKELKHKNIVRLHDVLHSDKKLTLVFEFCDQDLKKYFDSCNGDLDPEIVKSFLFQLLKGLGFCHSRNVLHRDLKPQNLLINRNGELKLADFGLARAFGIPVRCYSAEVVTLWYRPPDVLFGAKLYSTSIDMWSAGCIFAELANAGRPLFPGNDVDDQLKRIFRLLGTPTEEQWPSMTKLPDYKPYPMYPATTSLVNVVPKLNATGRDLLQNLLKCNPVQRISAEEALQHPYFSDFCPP
Target sequence (Q15078 whole entry, looked up): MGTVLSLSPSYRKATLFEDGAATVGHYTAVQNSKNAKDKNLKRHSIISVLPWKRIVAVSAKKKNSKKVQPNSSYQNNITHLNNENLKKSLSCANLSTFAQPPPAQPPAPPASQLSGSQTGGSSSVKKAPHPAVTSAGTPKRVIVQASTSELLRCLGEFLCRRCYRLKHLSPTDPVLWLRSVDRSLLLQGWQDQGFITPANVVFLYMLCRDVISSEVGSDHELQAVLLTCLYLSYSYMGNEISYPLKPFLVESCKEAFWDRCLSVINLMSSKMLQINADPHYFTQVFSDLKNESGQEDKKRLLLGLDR
RTF Ca sens act = increases calcium sensitivity of human cardiac regulated thin filaments; IANBD-labeled TnC RTF fluorescence at EC20 calcium; 0% EC20 calcium, 100% full calcium; activation, % at 7.2 µM; 0.24% of 340,000 active; AID 493008;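 active = activation above the mean over all tested compounds plus 3 SD, cut at about 30% in these data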;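 also: rise in fluorescence read as greater calcium sensitivity of cardiac thin filaments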
CAL PDZ FP-2 = CAL PDZ (human) peptide binding inhibition | purified CAL PDZ, TMR-peptide fluorescence polarization, 1 h | inhibition, % at 24.9 µM | AID 602252 | 0.92% of 300,000 active;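 active = mean inhibition of at least 30% with at least half of replicates also reaching 30%; inconclusive = no clear call, values can overlap the other calls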;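 also: 0% = DMSO neutral control and 100% = excess unlabeled competitor peptide PRC23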
V-ATPase pHluor = yeast V-ATPase proton transport regulation by pHLuorin. S. cerevisiae, pHLuorin cytosolic pH fluorescence. response, % at 10 µM. 0.37% of 350,000 active. AID 504577; in the data active = response mostly above about 7.3%, no sharp cut-off; inactive = mostly below about 5.4%; also: actives read high; inactives centre near 0; some compounds called inactive have numbers as strong as hits
An asterisk follows results filed as active; ? = inconclusive; . = no result given.

SMILES	Rtt109 HAT inh	Wnt bcat act	Tat transport	MITF TRPM1 HTS	CAL PDZ FP-1	dFosB act	CDK5 p35 inh	RTF Ca sens act	CAL PDZ FP-2	V-ATPase pHluor
CCN(CC)c1ccc(NC(=O)C2CCC(CNc3c(N4CCCC4)c(=O)c3=O)CC2)c(C)c1 (stereo unspecified)	-2.6	-1.4	-7.8	1.0	-1.6	-7.1	1.2	-3.7	-2.0	-0.7
Nc1ccc(SCc2cccnc2)cc1	0.2	2.2	3.1	-2.7	0.4	-0.7	-2.4	-3.2	2.1	5.3
O=c1c(Cl)c(N/N=C/c2ccc(Br)cc2)cnn1-c1ccccc1	-5.4	.	-0.1	-7.2	0.1	-2.1	1.6	-9.6	-1.1	-4.3
CN(C)/C=C/C(=O)/C=C/c1ccc(Cl)cc1Cl	-1.2	?	8.0	92.4*	-1.7	-5.3	0.5	6.5	-1.5	0.1
CCOC(=O)C1CCN(C(=O)CSc2nccc(C)n2)CC1	1.5	-0.4	2.0	-1.5	0.8	2.2	0.2	1.7	-0.1	-3.6
O=C(O)CCCn1cc(NC(=O)COc2ccc(F)cc2)cn1	6.9	-1.8	0.9	6.1	-2.2	-4.7	-1.3	-0.7	-0.4	-3.8
COc1ccc(-c2cc(C(=O)Nc3c(C)n(C)n(-c4ccccc4)c3=O)c3ccccc3n2)cc1OC	-1.0	-1.4	-3.8	-11.1	-2.5	-5.4	0.1	-10.3	-3.3	-1.3
Cc1ccc2c(c1)CN1CN2Cc2cc(C)ccc21	2.2	6.0	-0.3	3.5	-0.4	-0.2	-0.9	-2.3	-4.2	-3.9
Cc1nc(Cl)nc(N(C)c2ccccc2)c1[N+](=O)[O-]	3.7	-1.0	-5.1	-1.5	-2.9	-0.6	-1.9	2.1	-2.5	-1.6
CCCCCNC(=O)Cc1cc(=O)[nH]c(=O)[nH]1	-1.7	-1.3	-7.5	-4.6	0.8	5.7	-1.0	-5.9	-3.8	2.5
CCOC(=O)N1CCN(S(=O)(=O)c2cc(Cl)c(OC)cc2Cl)CC1	.	-4.0	-6.0	7.6	-1.7	-0.4	-0.8	5.0	-1.4	-3.2
CC1CCCCC1NC(=O)Cn1ncc2ccccc21 (stereo unspecified)	-15.0	-4.0	-1.2	-5.2	-0.2	-0.5	-0.3	7.5	-4.3	1.0
COc1ccc(CN2CCN(C)CC2)cc1OCc1ccccc1	-5.2	-4.6	-5.1	3.9	-0.7	-3.4	-0.5	3.4	-0.5	2.0
Cc1ccc(C2(C)NC(=O)N(CC(=O)Nc3ccc4c(c3)OCO4)C2=O)cc1 (stereo unspecified)	-2.5	-3.5	8.0	.	.	-6.9	-1.2	10.8	4.2	2.5
O=C(c1cccc(NS(=O)(=O)c2ccc(F)c(F)c2)c1)N1CCN(C(c2ccccc2)c2ccccc2)CC1	29.5	-2.1	-13.7	0.3	-0.6	-9.8	-0.1	8.3	-2.8	1.0
O=C(CC1SC(=O)N(c2ccccc2)C1=O)Nc1cccc2ccccc12 (stereo unspecified)	-1.2	-1.8	5.1	10.5	-1.7	-8.9	1.2	-2.9	-2.6	4.1
Cc1ccc(C)c(OCCC(=O)Nc2cc(S(=O)(=O)N3CCCCC3)ccc2C)c1	13.8	-3.0	4.7	-1.8	0.4	-7.6	-0.2	-4.1	.	0.7
CC(C)c1[nH]nc2c1C(c1ccc(OC(=O)c3ccco3)cc1)C(C#N)=C(N)O2 (stereo unspecified)	7.0	-1.1	0.2	4.0	-3.5	-14.6	-0.4	8.3	-2.8	2.0
S=c1[nH]nc(Cc2noc3ccccc23)n1-c1ccccc1	5.1	-0.1	-0.5	-5.9	0.4	5.4	0.5	-5.3	-1.7	-0.4
O=C(COc1ccccc1)OC(C(=O)c1ccccc1)c1ccccc1 (stereo unspecified)	4.4	-0.6	2.2	-3.7	0.4	-0.3	-2.3	2.3	-0.6	0.5
CCCN(C(=O)c1cn(-c2ccccc2)nc1-c1ccc(OC)cc1)C1CCS(=O)(=O)C1 (stereo unspecified)	15.5	2.3	-13.4	-3.1	-1.9	-9.7	-2.2	-3.3	-4.3	2.1
O=C(Nc1ccc(Cc2ccncc2)cc1)C1CC1	-25.7	-1.7	-4.1	-2.3	-2.5	-9.3	0.5	-4.3	0.1	9.2
Cc1ccc(NC(=O)CCNS(=O)(=O)c2cccs2)cc1F	6.7	21.3	-4.1	37.7	-0.9	0.6	-0.1	-4.3	-1.7	-0.2
CC1(C)CC(=O)C=C(Nc2ccc3c(c2)OCCO3)C1	-3.4	.	1.4	7.9	2.0	-1.9	-1.3	4.2	-2.5	8.9
Cc1nc2cc(-c3ccc(Cl)cc3)nn2c(NCCN(C)C)c1C	3.0	-2.5	2.2	-9.8	-3.3	5.3	0.6	-0.3	1.6	-1.8
CCCCN(c1nc2ccccc2nc1Cl)S(=O)(=O)c1ccc(C)cc1	3.0	-14.0	2.2	-9.3	-0.6	-4.2	-0.7	-0.3	-3.9	-2.9
COc1ccc(Nc2nc(Cl)c(C=O)s2)cc1	6.8	.	-7.9	-0.1	-1.2	-7.5	0.4	0.8	3.3	-2.5
CCCCCCCC(O)CC(CC1CCCCC1)C(=O)NN (stereo unspecified)	-1.0	-2.9	-0.4	-7.7	-5.5	-5.0	.	0.8	-1.3	-3.3
CC(Sc1nnc(C2CCCCC2)n1N)C(=O)NCc1ccc2c(c1)OCO2 (stereo unspecified)	0.7	.	-12.0	-8.8	.	7.9	-0.3	-1.0	2.2	-1.7
CCN(CC)S(=O)(=O)c1ccc(N2CCOCC2)c(NS(=O)(=O)c2ccc(C)cc2)c1	-9.6	-0.4	-3.3	11.5	-0.2	3.1	0.9	1.8	-4.2	-0.4

Full records from above. Order of values: Rtt109 HAT inh | Wnt bcat act | Tat transport | MITF TRPM1 HTS | CAL PDZ FP-1 | dFosB act | CDK5 p35 inh | RTF Ca sens act | CAL PDZ FP-2 | V-ATPase pHluor
`Cc1nc2cc(-c3ccc(Cl)cc3)nn2c(NCCN(C)C)c1C` is listed as 3.0 | -2.5 | 2.2 | -9.8 | -3.3 | 5.3 | 0.6 | -0.3 | 1.6 | -1.8
`Cc1nc(Cl)nc(N(C)c2ccccc2)c1[N+](=O)[O-]` is listed as 3.7 | -1.0 | -5.1 | -1.5 | -2.9 | -0.6 | -1.9 | 2.1 | -2.5 | -1.6
`CCOC(=O)C1CCN(C(=O)CSc2nccc(C)n2)CC1` is listed as 1.5 | -0.4 | 2.0 | -1.5 | 0.8 | 2.2 | 0.2 | 1.7 | -0.1 | -3.6

Remaining list, next part
SMILES	Rtt109 HAT inh	Wnt bcat act	Tat transport	MITF TRPM1 HTS	CAL PDZ FP-1	dFosB act	CDK5 p35 inh	RTF Ca sens act	CAL PDZ FP-2	V-ATPase pHluor
COc1ccc([N+](=O)[O-])cc1NC(=O)C1(c2ccc(OC)c(OC)c2)CCOCC1	11.0	-1.8	-1.6	1.9	-2.1	-0.9	0.3	.	1.5	-0.9
CCN(CC)S(=O)(=O)c1cccc(NC(=O)COC(=O)C2=COCCO2)c1	-4.3	-2.5	-1.1	-1.3	-0.7	-7.7	-0.6	-2.1	15.8	0.9
CCCCNC(=O)c1ccccc1NC(=O)CN(c1ccccc1)S(=O)(=O)N(C)C	-11.0	.	-1.2	-1.3	-3.2	-5.4	-0.5	-0.4	-4.3	-4.5
COc1ccc(C)cc1NC(=O)c1cnc2scc(C)n2c1=O	15.2	0.8	1.6	17.9	-0.8	-4.8	1.1	4.5	.	-8.2
COc1ccc(C2N=C(c3ccccc3)C(C)(C)N2O)cc1 (stereo unspecified)	-9.1	-0.8	-3.5	2.2	-0.3	4.4	-2.1	2.0	-1.0	-2.1
COc1ccc(C(C)=O)cc1COC(=O)Cc1n[nH]c(=O)c2ccccc12	.	.	-5.1	.	-2.2	-1.3	-1.1	-0.7	-1.8	1.5
CC(=O)Nc1cccc(C(=O)N/N=C/c2c[nH]c3ccccc23)c1	2.0	-0.2	-16.2	.	-1.4	-4.0	0.8	-5.2	-0.7	3.4
COc1ccc(-c2nc(CS(=O)(=O)CC(=O)NCCc3ccc(C)cc3)c(C)o2)cc1	-6.1	0.3	-1.5	-2.9	-2.4	1.3	2.0	-0.3	0.8	3.0
O=C(CCCN1C(=O)C(c2ccccc2)Oc2cccnc21)Nc1cccc(F)c1 (stereo unspecified)	10.1	-0.4	3.5	-6.0	-2.0	-5.7	-1.7	-0.9	.	3.7
CC(C)NS(=O)(=O)c1ccc(NC(=O)C(C)OC(=O)CCC2CCCC2)cc1 (stereo unspecified)	0.1	-3.3	0.2	10.6	-4.2	-21.4	-1.7	0.6	-4.2	-0.3
Cc1sc2ncn(CC(=O)N3CCN(c4ccc(F)cc4)CC3)c(=O)c2c1S(=O)(=O)N1CCOCC1	-7.7	-2.2	-5.1	0.5	-1.4	1.8	-0.1	3.1	-2.8	1.3
COc1ccc(OC)c2[nH]c(=O)c(CCNC(=O)c3ccc(S(=O)(=O)N(C)C)cc3)cc12	-3.8	.	-4.1	-4.1	-0.6	0.4	0.0	-3.5	-1.3	1.9
Cc1ccc(NC(=O)NNC(=O)c2snnc2C)cc1	-4.5	-0.3	4.8	14.3	-0.6	3.3	-3.1	-4.7	.	2.5
COc1ccc(C2CC(c3c(Cl)cccc3Cl)n3nc(N)nc3N2)cc1 (stereo unspecified)	-0.3	4.2	-5.1	11.9	-0.1	-7.4	-1.5	4.6	.	0.5
N#Cc1ccccc1NC(=O)c1ccc2c(c1)OCCO2	-0.9	5.9	4.4	.	-2.6	-0.8	-0.1	-2.9	-2.6	-2.5
CS(=O)(=O)N1CCCC(C(=O)N2CCN(c3cccc(Cl)c3)CC2)C1 (stereo unspecified)	3.3	1.4	-4.7	0.6	-0.7	-1.5	0.3	-7.6	.	4.8
COc1ccc(C(=O)N(c2ccc(C)cc2)C2C=CS(=O)(=O)C2)cc1OC (stereo unspecified)	13.6	1.4	-6.2	8.7	-3.1	-2.2	3.1	-0.1	1.8	-2.7
Cc1sc(NC(=O)C2=COCCO2)nc1-c1ccc(Br)cc1	0.2	8.3	6.0	26.5	-3.2	-3.7	-2.5	-11.3	-3.2	4.4
O=C(CSc1nnc(-c2ccncc2)o1)N1CCCCCC1	1.0	-0.3	4.3	20.8	-0.1	2.3	-0.3	-4.2	-0.2	-0.4
CC(C)n1cnc2cc(NC(=O)c3ccco3)ccc21	-0.5	18.7	-1.0	56.7	-2.7	3.9	-0.8	0.8	-1.7	-2.3
O=C(COc1nnnc2ccccc12)N1CCCc2ccccc21	-4.3	-6.1	-6.9	5.8	-1.2	-1.9	-0.3	2.4	0.7	2.9
O=C(O)c1cc2c(s1)CCCC2	-0.8	-0.4	-2.4	-6.4	-0.4	-2.0	-0.7	0.6	-2.0	0.9
Cc1ccccc1Nc1nnc(SCC(=O)NCc2cccs2)s1	-1.4	.	-1.7	-8.2	-3.1	-8.9	-0.2	-0.2	-2.2	1.1
S=c1[nH]nc(COc2ccccc2)n1/N=C/c1ccccn1	-0.7	.	-3.1	-13.3	-4.0	1.4	3.4	1.9	-1.5	4.5
